CRFBP-R2 agonist = agonists of CRF-BP/CRF-R2 complex, primary screen, cell-based, HEK293, calcium dye fluorescence, uHTS; CRF-binding protein / CRF receptor 2 complex (human); calcium dye fluorescence (FLIPR); percent of saturating CRF peptide response; activation, % at 13.2 µM; 350,000 compounds, 0.46% hits;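 active = activation of at least 50%, plus an integration ratio under a set limit after plate pattern correction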;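 note: plate controls were neutral control wells without compound for no effect and CRF at EC100 for full effect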
CHRM4 antagonist = human M4 muscarinic receptor antagonists, primary screen, CHO cells, Fluo-8 calcium fluorescence; Muscarinic acetylcholine receptor M4 (Homo sapiens), P08173; CHO-hM4 cells, ACh EC80; inhibition, % at 3 µM; 360,000 compounds, 0.73% hits; AID 624125, 2012;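 active = inhibition above its plate's cutoff, the mean inhibition of sample wells plus 3 SD, cut at about 27% in these data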;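 note: 0% = acetylcholine EC80 with DMSO and 100% = DMSO without agonist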
Target sequence (P08173 whole entry, looked up): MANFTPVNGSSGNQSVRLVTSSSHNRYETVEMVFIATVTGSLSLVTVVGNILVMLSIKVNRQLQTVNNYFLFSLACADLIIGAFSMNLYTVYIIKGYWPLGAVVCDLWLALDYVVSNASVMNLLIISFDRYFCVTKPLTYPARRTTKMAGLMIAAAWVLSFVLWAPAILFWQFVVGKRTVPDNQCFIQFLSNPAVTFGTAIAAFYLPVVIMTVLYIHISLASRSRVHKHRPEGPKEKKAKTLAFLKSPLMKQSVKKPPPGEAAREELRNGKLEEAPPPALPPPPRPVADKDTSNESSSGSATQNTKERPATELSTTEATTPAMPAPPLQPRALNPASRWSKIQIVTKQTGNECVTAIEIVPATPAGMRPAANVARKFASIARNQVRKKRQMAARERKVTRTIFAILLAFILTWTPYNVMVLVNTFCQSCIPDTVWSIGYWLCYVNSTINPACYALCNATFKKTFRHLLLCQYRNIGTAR
CRFR2-BP antag = antagonists of CRF-BP/CRF-R2 complex, primary screen, cell-based, HEK293, calcium dye fluorescence, uHTS; CRF-induced calcium fluorescence; inhibition, % at 11.8 µM; 350,000 compounds, 0.59% hits; AID 588475, 2011;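 active = inhibition of the ligand-induced calcium signal above about 50% at the single tested concentration, limit read from the data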
M5 PAM = human M5 muscarinic receptor positive allosteric modulators, primary screen, CHO-K1 cells, Fluo-8 calcium fluorescence; Muscarinic acetylcholine receptor M5 (Homo sapiens), P08912; CHO-K1 hM5, ACh EC20 PAM; 0% = ACh EC20, 100% = ACh EC100; activation, % at 3 µM; 360,000 compounds, 0.3% hits;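 active = activation above the run cutoff, the mean activation of all test compounds plus 3 SD, cut at about 18% in these data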
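Test system: CHO-K1 hM5 cells / Doses: single-point, 3 µM nominal / Times: Post-acetylcholine fluorescence recording 140 s / Technique: Fluo-8 calcium fluorescence / Measure: Max/basal fluorescence ratio as % of EC20–EC100 ACh window / Benchmarks: low control EC20 acetylcholine (0%), high control EC100 acetylcholine (100%) / Replicates: one well per compound, no replicates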
M4 PAM = human M4 muscarinic receptor positive allosteric modulators, primary screen, CHO-K1 cells, Fluo-8 calcium fluorescence | activation, % at 3 µM | 360,000 compounds, 0.4% hits | CHO-K1 hM4/Gqi5, ACh EC20; 0% = ACh EC20, 100% = maximal ACh | AID 624126, 2012 | Muscarinic acetylcholine receptor M4 (Homo sapiens), P08173;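 active = activation above its plate's cutoff, the mean activation of sample wells plus 3 SD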; note: some results filed as inactive read as strong as hits
CHRM4 agonist = human M4 muscarinic receptor agonists, primary screen, CHO-K1 cells, Fluo-8 calcium fluorescence; CHO-K1 hM4/Gqi5; vehicle 0%, full acetylcholine response 100%; AID 624127, 2012; 360,000 compounds, 0.14% hits; activation, % at 3 µM;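 active = activation above the run mean over all test wells plus 3 SD, cut at about 32% in these data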;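 note: peak over basal fluorescence ratio per well then scaled between controls; 0% = DMSO wells and 100% = acetylcholine at EC100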
M1 PAM = human M1 muscarinic receptor positive allosteric modulators, primary screen, CHO-K1 cells, Fluo-8 calcium fluorescence, 1536-well. CHO-K1 hM1, ACh EC20; 0% = ACh EC20, 100% = maximal ACh. 360,000 compounds, 0.088% hits. activation, % at 3 µM. AID 588819, 2011. Muscarinic acetylcholine receptor M1 (Homo sapiens), P11229; in the data active = activation above about 19%, passing the limit was not always enough
Target sequence (P11229 whole entry, looked up): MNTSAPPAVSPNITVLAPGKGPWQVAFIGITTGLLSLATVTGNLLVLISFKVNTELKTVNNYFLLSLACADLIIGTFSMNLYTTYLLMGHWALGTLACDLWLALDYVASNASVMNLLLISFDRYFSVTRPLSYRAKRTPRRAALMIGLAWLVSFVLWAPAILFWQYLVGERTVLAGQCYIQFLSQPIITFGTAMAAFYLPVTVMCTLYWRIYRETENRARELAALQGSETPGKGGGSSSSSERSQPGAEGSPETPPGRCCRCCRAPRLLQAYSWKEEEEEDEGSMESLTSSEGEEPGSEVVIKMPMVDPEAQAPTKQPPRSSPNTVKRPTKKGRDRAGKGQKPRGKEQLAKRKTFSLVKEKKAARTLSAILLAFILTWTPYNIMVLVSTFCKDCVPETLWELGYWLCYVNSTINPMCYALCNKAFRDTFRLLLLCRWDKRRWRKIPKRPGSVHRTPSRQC
M5 ag = human M5 muscarinic receptor agonists, primary screen, CHO-K1 cells, Fluo-8 calcium fluorescence | CHO-K1 hM5 cells; 0% DMSO wells, 100% maximal acetylcholine response | 360,000 compounds, 0.19% hits | activation, % at 3 µM;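 active = activation above the run's mean over test compounds plus 3 SD, cut at about 23% in these data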;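 note: signal is peak over basal fluorescence ratio across the kinetic read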
CHRM5 antagonist = human M5 muscarinic receptor antagonists, primary screen, CHO cells, Fluo-8 calcium fluorescence; Muscarinic acetylcholine receptor M5 (Homo sapiens), P08912; CHO-hM5 cells, ACh EC80; inhibition, % at 3 µM; 360,000 compounds, 0.59% hits;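 active = inhibition above a per-plate cutoff, the mean of that plate's test compounds plus 3 SD, cut at about 27% in these data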;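 note: 0% = acetylcholine EC80 with DMSO and 100% = DMSO without agonist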
An asterisk follows results filed as active; . = no result given.

SMILES | CRFBP-R2 agonist | CHRM4 antagonist | CRFR2-BP antag | M5 PAM | M4 PAM | CHRM4 agonist | M1 PAM | M5 ag | CHRM5 antagonist
CC(=O)Nc1ccc(S(=O)(=O)N(Cc2ccccc2)C(C)C)cc1 | -1.2 | 6 | 4 | -26 | -9 | 3 | -2 | -13 | 15
Cc1cc2c(c(=O)n1Cc1cccnc1)C(Cc1ccccc1)C(C#N)=C(N)O2 (configuration not stated) | -0.2 | 11 | -2 | 2 | 1 | 0 | 4 | 0 | 2
O=C(COC(=O)CNS(=O)(=O)c1c(Cl)cccc1Cl)Nc1cccnc1Cl | -0.9 | 8 | 15 | -2 | -4 | 1 | 14 | -3 | 4
O=c1c2ccccc2nnn1Cc1ccccc1Cl | -0.6 | -18 | -23 | 11 | 16 | 1 | 11 | -7 | -17
CCC(=O)Nc1cccc(C2=NOC3(C2)C[C@H](C(N)=O)N(C(=O)c2ccc(Cl)cc2)C3)c1 (some centres not stated) | -1.9 | 0 | 15 | -5 | 4 | 1 | 4 | -2 | 9
Cn1c(=O)c(C(=O)N2CCc3ccccc32)cc2cccnc21 | 0.0 | 4 | 0 | 0 | -1 | 0 | 3 | 2 | 3
CCn1cc(C(=O)NCC2COc3ccccc3O2)c2cc(OC)c(OC)cc2c1=O (configuration not stated) | -0.6 | -3 | -8 | -6 | -3 | 7 | 8 | 1 | 7
CC(C)(C)NC(=O)C(c1ccccc1)N(Cc1cccs1)C(=O)c1csnn1 (configuration not stated) | -0.5 | -10 | -3 | 1 | 14 | 1 | 10 | -4 | -5
CC(C)Oc1ccc(C(=O)N2CCCC2C(=O)O)cc1 (configuration not stated) | 1.0 | 3 | 14 | -6 | -10 | 0 | 7 | 1 | -4
O=C(OCc1cn([C@H]2CN(Cc3cccs3)[C@@H](c3ccc(Cl)cc3)C[C@@H]2O)nn1)c1ccccc1 | 1.8 | -7 | -38 | -1 | 5 | 0 | 13 | 2 | 0
COc1ccc(N2CCN(C(=O)CCCCCn3c(=O)[nH]c4ccsc4c3=O)CC2)cc1 | -5.9 | 5 | 0 | 1 | -8 | 9 | -3 | 1 | 3
COc1ccc(Cc2nc(-c3ccc(-n4cccc4)cc3)no2)cc1 | 4.6 | -4 | 7 | -3 | 6 | 1 | 2 | 1 | 3
COc1cc2oc(=O)cc(-c3ccc(-c4ccc(C)cc4)cc3)c2c(OC)c1OC | 4.2 | -11 | 7 | -3 | -1 | 0 | 4 | 1 | -3
Cc1cc2oc(C(=O)Nc3nonc3C)c(C)c2cc1Cl | 1.2 | -6 | -8 | 0 | 1 | 1 | 0 | 0 | 0
Cn1c(SCc2ccc(F)cc2)nnc1-c1cccs1 | -0.8 | 11 | 6 | -5 | -13 | 0 | -5 | -8 | 9
CC1CN(C(=O)c2ccc(Br)c(S(=O)(=O)N3CCOCC3)c2)CC(C)O1 (configuration not stated) | -0.6 | -16 | 4 | -2 | 7 | 1 | -3 | 1 | -6
O=C(NCc1ccccc1Cl)C1CCN(S(=O)(=O)N2CCCC2)CC1 | -2.0 | -11 | 2 | -7 | 6 | 3 | 3 | -2 | 16
O=C(NCCO)C(=O)Nc1cc2c3c(c1)CCC(=O)N3CCC2 | 0.0 | -20 | 1 | -1 | 2 | 0 | 6 | -3 | 1
O=C(OCCN1CCCCC1)c1cccc(Cl)c1 | 0.0 | -12 | -1 | 3 | 2 | 1 | -10 | -18 | 4
Cc1ccc(SCCC(=O)N2CCCC2)cc1 | -0.6 | 4 | 15 | -1 | 3 | 0 | 6 | 2 | 2
COCCCNCCOCCOc1ccccc1-c1ccccc1 | -0.9 | 6 | -11 | -4 | -17 | 0 | -4 | -6 | -1
CC(=O)Nc1ccc(SCC(=O)O)cc1 | -1.1 | 0 | 7 | 9 | -1 | 1 | -1 | 1 | -7
O=C(CCC(=O)N1CCN(S(=O)(=O)c2ccccc2Cl)CC1)c1ccccc1 | 0.5 | 0 | 3 | -5 | -5 | 5 | 0 | 0 | 4
COc1ccc(-c2nnc(C(C)Nc3cccc(C(=O)NC4CC4)c3)o2)cc1 (configuration not stated) | 0.5 | 6 | 7 | -6 | 7 | 2 | -4 | 0 | 2
COc1cc(/C=N/NC(=O)c2ccc(CN(C)S(=O)(=O)c3ccc(C)cc3)cc2)ccc1O | -0.8 | 2 | 11 | -22 | -16 | 9 | -3 | -4 | 5

Molecules listed so far that have an aryl thioether with sulfur outside any ring:
SMILES | CRFBP-R2 agonist | CHRM4 antagonist | CRFR2-BP antag | M5 PAM | M4 PAM | CHRM4 agonist | M1 PAM | M5 ag | CHRM5 antagonist
Cn1c(SCc2ccc(F)cc2)nnc1-c1cccs1 | -0.8 | 11 | 6 | -5 | -13 | 0 | -5 | -8 | 9
Cc1ccc(SCCC(=O)N2CCCC2)cc1 | -0.6 | 4 | 15 | -1 | 3 | 0 | 6 | 2 | 2
CC(=O)Nc1ccc(SCC(=O)O)cc1 | -1.1 | 0 | 7 | 9 | -1 | 1 | -1 | 1 | -7

(next part)
SMILES | CRFBP-R2 agonist | CHRM4 antagonist | CRFR2-BP antag | M5 PAM | M4 PAM | CHRM4 agonist | M1 PAM | M5 ag | CHRM5 antagonist
CCOC(=O)[C@]12CCC=C1N(Cc1ccc3c(c1)OCO3)C(=O)[C@H](CC(=O)NCc1cccc3ccccc13)C2 | . | -7 | . | -2 | 6 | 0 | . | -2 | 1
CCNc1nc(-c2ccc(Cl)cc2)cs1 | -2.3 | 6 | 21 | 2 | -6 | -3 | 0 | -3 | 0
Cc1ccc(-c2nnn(CC(=O)N(c3cccc(F)c3)C(C(=O)NC3CCCC3)c3ccncc3)n2)o1 (configuration not stated) | 0.7 | 0 | 12 | 1 | -8 | 1 | 4 | -1 | 8
COCCNC(=O)c1onc(CSc2cccc(C)c2)c1C(=O)O | -1.5 | -6 | 7 | -4 | 0 | 0 | -3 | 3 | 12
O=C(NC1(C(F)(F)F)NC(=O)N(Cc2cccnc2)C1=O)c1cccs1 (configuration not stated) | -1.4 | -11 | -2 | -1 | 4 | 1 | 7 | 2 | -4
COc1ccc(S(=O)(=O)N(CC(=O)Nc2ccccc2C(=O)N2CCOCC2)c2ccc(F)cc2)cc1 | -0.5 | 8 | -16 | -8 | -5 | 4 | -2 | -3 | 27
CCOC(=O)Cc1csc(N/C(=N/S(=O)(=O)c2ccc(Cl)cc2)c2ccccc2)n1 | 1.4 | -2 | -8 | -8 | 0 | 1 | -1 | 1 | 7
O=C(NNC(=S)NC1CCCCC1)c1ccc2c(c1)OCO2 | 1.8 | -5 | -13 | 6 | 21 | 2 | 5 | -2 | -6
Fc1ccccc1C1c2cccn2CCN1C(=S)Nc1cccc(Br)c1 (configuration not stated) | -1.4 | 6 | 4 | 2 | -1 | 1 | 6 | 1 | 4
NC(=O)COC(=O)c1ccc(Oc2ccccc2)cc1 | -0.1 | -5 | 13 | 9 | 0 | 0 | 7 | 0 | -4
O=C(Nc1cccc(Cl)c1)Nc1cnccn1 | 0.9 | 7 | 0 | -6 | -5 | 1 | 0 | 2 | 5
O[C@H]1C[C@H](c2ccc(Cl)cc2)N(CC2CCCCC2)C[C@@H]1n1cc(C2CC2)nn1 | 3.2 | -8 | -29 | 4 | -2 | -1 | 4 | 1 | 2
OCCC1CN(CCCc2ccccc2)CCN1Cc1ccc(F)cc1 (configuration not stated) | 0.2 | 9 | -3 | -3 | -8 | 2 | -2 | -16 | 11
COc1cc(-c2nnc3sc(-c4ccncc4)nn23)cc(OC)c1OC | -6.7 | 4 | 31 | 6 | 0 | 1 | -1 | 0 | 4
CC(Oc1ccccc1)C(=O)Nc1nc(-c2ccccn2)cs1 (configuration not stated) | -1.1 | -2 | -8 | -5 | 14 | 8 | 7 | 2 | 3
CC(/C=N\NC(=O)Cn1c(C)nc2ccccc21)=C\c1ccccc1 | 0.3 | -4 | 8 | -5 | 4 | 3 | -2 | -3 | 9
CN1c2ccccc2C2(C)CCCC3=Cc4cccc([N+](=O)[O-])c4OC312 (configuration not stated) | -3.1 | 1 | 38 | -7 | -2 | -1 | -7 | 1 | 8
CC(C)N(Cc1ccccc1)C(=O)CN1C(=O)COc2ccc(S(=O)(=O)NC3CCCC3)cc21 | 0.1 | -3 | -10 | -3 | 2 | 5 | 2 | 2 | 1
Cc1cc(-c2ccccc2)nc(Cl)c1C#N | 0.3 | 0 | -1 | -2 | 1 | 0 | 6 | -4 | -4
CN(C(=O)CN1CCC(NC(=O)c2ccccc2Br)CC1)C1CCCCC1 | -0.4 | -8 | -1 | 2 | -1 | 0 | 4 | -5 | 4
CC/C(=N\N=C(/CC)c1ccccc1N)c1ccccc1N | 0.2 | -2 | -2 | -2 | 0 | 1 | 3 | -2 | 0
Cc1cc(C)cc(OCC(=O)N(C)CC(=O)Nc2ccc(N3CCOCC3)cc2)c1 | 0.3 | -4 | -2 | 8 | 10 | 0 | 15 | 1 | -2
COC(=O)CC1COc2ccccc2N1C(=O)/C=C/c1ccccc1 (configuration not stated) | -1.1 | -5 | -4 | 1 | 5 | 2 | 12 | -2 | 3
Cc1occc1C(=O)N/N=C/c1ccc(OCc2ccccc2)cc1 | -0.1 | 12 | 7 | -2 | 6 | 4 | 1 | 5 | 0
CCN(CC(=O)NCc1ccc(Cl)cc1)C(=O)/C=C/c1ccc(Cl)c([N+](=O)[O-])c1 | -4.5 | -1 | 12 | -2 | -3 | 3 | 10 | -4 | 6
Next part.
SMILES | CRFBP-R2 agonist | CHRM4 antagonist | CRFR2-BP antag | M5 PAM | M4 PAM | CHRM4 agonist | M1 PAM | M5 ag | CHRM5 antagonist
CCOC(=O)c1c(NC(=O)c2cccnc2Cl)sc(C(=O)N(C)C)c1C | 1.2 | -5 | 43 | -11 | 12 | 2 | 0 | -1 | 11
CC(=O)N/N=C(\C)CC(=O)NC(C)(C)C | 0.2 | 4 | 12 | -4 | 0 | 0 | -3 | -1 | 10
O=C(Nc1ccc(-c2cn3ccccc3n2)cc1)c1ccco1 | -1.3 | 0 | 19 | -8 | -1 | 2 | 0 | -1 | 4
CC(C)CCNC(=O)C(=O)Nc1ccccc1 | -3.3 | -4 | 24 | 4 | 0 | 1 | 11 | 1 | -16
COc1ccc2cc(C(=O)NCCCN3CCCC3=O)[nH]c2c1 | -1.4 | -5 | 12 | -3 | 1 | 1 | -4 | -3 | -1
COc1ccccc1-n1cnnc1SCC(=O)NC1CCCCC1 | -0.2 | -6 | -6 | -5 | 2 | 1 | 9 | -1 | 10
CCOc1ccc(CNC(=O)CCc2cn(C)c3ccccc23)cc1 | -0.2 | 1 | 0 | -12 | -6 | 11 | -8 | -3 | 23
Cc1cc(-n2ccnc2)n2c(nc3ccccc32)c1C#N | 3.0 | -5 | -1 | 7 | 7 | 3 | 13 | 3 | -10

Screens: PubChem BioAssay, several laboratories

Random draw from the library, and some 2.6% of all compounds hit somewhere here.
